Screens deposited in PubChem BioAssay by NMMLSC.
ABCG2 block: ABCG2 efflux pump inhibitors, primary screen, multiplex with ABCB1, IgMXP3 cells, flow cytometry. JC-1 efflux. Broad substrate specificity ATP-binding cassette transporter ABCG2 (Homo sapiens), Q9UNQ0. inhibition, % at 6.6 µM. 190,000 tested, 0.1% active. AID 1325, 2008;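 active = inhibition above 80%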;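 also: 0% = DMSO and 100% = nicardipine control wells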
Target sequence (Q9UNQ0 whole entry, looked up): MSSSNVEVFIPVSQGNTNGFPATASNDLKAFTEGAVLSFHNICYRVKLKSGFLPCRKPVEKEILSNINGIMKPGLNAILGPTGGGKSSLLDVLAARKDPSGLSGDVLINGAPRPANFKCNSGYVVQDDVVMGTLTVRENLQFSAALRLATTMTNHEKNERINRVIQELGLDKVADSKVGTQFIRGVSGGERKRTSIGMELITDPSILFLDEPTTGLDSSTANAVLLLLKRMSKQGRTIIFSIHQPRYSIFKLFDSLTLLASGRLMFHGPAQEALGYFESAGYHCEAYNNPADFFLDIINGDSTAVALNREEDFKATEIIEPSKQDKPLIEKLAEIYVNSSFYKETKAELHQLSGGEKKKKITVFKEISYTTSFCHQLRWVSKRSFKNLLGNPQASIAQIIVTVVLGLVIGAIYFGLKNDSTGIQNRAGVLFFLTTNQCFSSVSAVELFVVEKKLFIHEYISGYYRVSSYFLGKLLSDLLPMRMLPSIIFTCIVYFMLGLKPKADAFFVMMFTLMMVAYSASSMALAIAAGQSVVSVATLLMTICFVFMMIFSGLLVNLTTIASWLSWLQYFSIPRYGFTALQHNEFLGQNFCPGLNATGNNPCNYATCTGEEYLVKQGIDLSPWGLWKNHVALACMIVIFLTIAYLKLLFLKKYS
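material = IgMXP3 (ABCG2) plus far-red-tagged CCRF-Adr (ABCB1) cells | amount = 3 million cells/mL, equal mix of both lines | also added = JC-1 transporter substrate | dosing = one concentration, 6.6 µM final | schedule = 10 min at 25 °C | measured by = flow cytometric JC-1 green MFI at 530 nm | read-out basis = percent efflux inhibition, scaled nicardipine 100% to DMSO 0%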
Bcl-2 Bim block: inhibitors of Bim-Bcl-2 binding, primary screen, biochemical, multiplexed, human Bcl-2 family. AID 950, 2007. Bead-based flow cytometry, Bim peptide-Bcl-2 binding. inhibition, % at 10 µM. 190,000 tested, 0.06% active; in the data active = inhibition above about 40%;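 also: 0% = no compound wells with probe peptide and 100% = reference peptide inhibitor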
Target sequence (P10415 whole entry, looked up): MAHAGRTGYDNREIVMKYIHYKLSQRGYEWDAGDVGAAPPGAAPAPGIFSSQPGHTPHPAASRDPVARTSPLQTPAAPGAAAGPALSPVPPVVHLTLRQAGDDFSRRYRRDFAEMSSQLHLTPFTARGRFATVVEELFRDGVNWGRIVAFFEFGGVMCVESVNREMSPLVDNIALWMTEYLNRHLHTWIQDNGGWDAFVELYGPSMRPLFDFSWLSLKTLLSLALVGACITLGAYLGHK
Bcl-W Bim block: inhibitors of Bim binding to Bcl-W, primary screen, biochemical, multiplexed, bead-based flow cytometry. inhibition, % at 10 µM. Bim peptide-Bcl-W binding. 190,000 tested, 0.02% active. Bcl-2-like protein 2 (Homo sapiens), Q92843;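 also: 0% = bound tracer without compound and 100% = peptide blocker; higher means less fluorescent Bim peptide bound to Bcl-W beads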
Mcl-1 Bim block: inhibitors of Bim peptide binding to Mcl-1, primary screen, biochemical, bead-based flow cytometry, multiplex; Bim peptide-Mcl-1 binding; AID 1009, 2008; Induced myeloid leukemia cell differentiation protein Mcl-1 (Homo sapiens), Q07820; inhibition, % at 10 µM; 190,000 tested, 0.1% active;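 also: 0% = no compound tracer wells and 100% = peptide blocker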
Bfl-1 Bim block: inhibitors of Bim binding to Bfl-1, primary screen, biochemical, multiplexed, bead-based flow cytometry; AID 1008, 2008; inhibition, % at 10 µM; Bim-Bfl-1 binding inhibition; 190,000 tested, 0.12% active;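 also: 0% = wells without compound plus tracer and 100% = blocker peptide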
RGS7-Gao: RGS7-Galphao binding modulators, primary screen, biochemical, multiplexed bead flow cytometry; binding response (% of control), % at 10 µM; AID 1439, 2008; 220,000 tested, 0.35% active; actives lie on both sides; Guanine nucleotide-binding protein G(o) subunit alpha (Homo sapiens), P09471; in the data active = binding response below about 49% or above about 150%;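 also: fluorescent Galphao held in activated GDP-AlF4 state binding bead-coupled RGS7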
Bim-Bcl-XL: inhibitors of Bim-Bcl-XL binding, primary screen, biochemical, multiplexed, bead flow cytometry, human Bcl-XL | Bcl-2-like protein 1 (Homo sapiens), Q07817 | AID 1007, 2008 | Bim peptide-Bcl-XL binding, fluorescence | 190,000 tested, 0.04% active | inhibition, % at 10 µM
RGS8-Gao reg: RGS8-Galphao binding modulators, primary screen, biochemical, multiplexed bead flow cytometry. AID 1423, 2008. response (percent of control binding), % at 10 µM. 220,000 tested, 0.34% active. actives lie on both sides. Guanine nucleotide-binding protein G(o) subunit alpha (Homo sapiens), P09471; in the data active = response below about 60% or above about 140%; inactive = in between;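 also: Galphao activated as the GDP aluminium fluoride complex binding bead-coupled RGS8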
Bim-Bcl-B: inhibitors of Bim-Bcl-B binding, primary screen, biochemical, multiplexed, human Bcl-2 family | Bcl-2-like protein 10 (Homo sapiens), Q9HD36 | bead-based flow cytometry, Bim peptide-Bcl-B binding | inhibition, % at 10 µM | 190,000 tested, 0.073% active;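 also: 0% = tracer peptide without compound and 100% = reference inhibitor peptide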
RGS4-Gao reg: modulators of RGS4 binding to Galphao, primary screen, biochemical, multiplexed bead flow cytometry; actives lie on both sides; 220,000 tested, 0.33% active; binding response (% of control), % at 10 µM; Guanine nucleotide-binding protein G(o) subunit alpha (Homo sapiens), P09471; in the data active = binding response below about 49% or above about 150%; inactive = in between;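 also: fluorescent Galphao activated with aluminum fluoride binding bead-coupled RGS4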
ABCB1 block: ABCB1 efflux pump inhibitors, primary screen, cell-based, multiplex, flow cytometry, ABCG2 counter-screen; ATP-dependent translocase ABCB1 (Homo sapiens), P08183; CCRF-Adr cells, JC-1 efflux; inhibition, % at 6.6 µM; 190,000 tested, 0.067% active; AID 1326, 2008; in the data active = inhibition above about 40%;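 also: 0% = vehicle and 100% = reference inhibitor; higher value means more JC-1 retained so stronger ABCB1 efflux block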
Active calls of the source: *; / = no result given. Rule as the data show it, unless noted: active = inhibition above about 40%.

SMILES	ABCG2 block	Bcl-2 Bim block	Bcl-W Bim block	Mcl-1 Bim block	Bfl-1 Bim block	RGS7-Gao	Bim-Bcl-XL	RGS8-Gao reg	Bim-Bcl-B	RGS4-Gao reg	ABCB1 block
CCOc1ccc(-n2c(O)c(C=Nc3ccc(N(CC)CC)cc3)c(=O)[nH]c2=O)cc1	2	2	5	3	-8	102	-3	103	-3	103	0.4
Cc1ccc(OCC(=O)N2CCN(C3CCC(c4ccccc4)CC3)CC2)cc1 (stereo not drawn)	1	2	4	1	-3	103	2	104	-1	103	0.2
Cn1c(=O)c2nncnc2n(C)c1=O	4	-2	-5	-6	-1	97	-8	96	-7	97	-0.6
CC#CP(=O)(OC)C(O)(CF)c1ccccc1 (stereo not drawn)	10	0	-2	-4	-2	98	-7	93	-4	93	1.1
Nc1ccncc1	4	1	0	-3	0	96	-5	98	-5	97	0.9
O=P(c1ccccc1)(c1ccccc1)N1CCCCC1	0	-10	-4	-4	-11	100	-6	101	-6	97	0.0
C[C@]12CCC(=O)C=C1CC[C@@H]1[C@@H]2CC[C@@]2(C)[C@H]1CC[C@]2(C)O	/	-1	0	1	0	101	0	100	0	100	/
CCCn1c(C(=O)c2ccccc2)nc2ccccc21	6	-1	0	0	0	99	0	95	1	101	0.6
COC(=O)c1ccccc1OP1(=O)COc2ccccc2OC1	-1	0	0	0	0	101	0	101	0	99	-0.2
Cn1c(O)c(/C=N/c2ccccn2)c(=O)n(C)c1=O	7	-16	3	-60	-10	91	-5	91	-22	84	-0.1
Cc1ccc(S(=O)(=O)N(C)C/N=C(\N)N[N+](=O)[O-])cc1	2	2	0	-2	4	93	-2	97	-1	97	0.9
CN(C)C(=O)CSc1nnc([C@@H](N)Cc2ccccc2)o1	2	-4	-1	-6	-1	107	3	94	-3	105	0.4
CC(C)(C)C(=O)OCC12CCC(O1)C1(C)C(=O)OCC21 (stereo not drawn)	3	-20	-2	0	-9	102	-11	103	-14	101	0.4
CN1CCN(Cc2nnc3n2-c2ccc(Cl)cc2C(c2ccccc2)=NC3)CC1	-2	-18	-4	-3	-10	96	-6	98	-11	97	-0.1
Cc1cccc(-n2c(-c3ccco3)nc3ccccc3c2=O)c1C	15	-7	1	0	-6	107	-1	100	-2	99	1.1
OC(c1ccccc1)(c1ccccc1)c1ccncc1	2	-5	0	2	-13	102	2	101	-2	104	0.5
Cc1ccc(C)c(OCC(=O)N2CCCN(C)CC2)c1	5	-2	-1	-2	1	91	-4	99	-5	94	-0.5
CC(O)(CS(=O)(=O)c1cccc(C(F)(F)F)c1)C(=O)Nc1ccc(C(F)(F)F)cc1 (stereo not drawn)	2	-9	2	-1	-10	104	-6	101	-7	103	0.3
OC1/C(=C/c2ccc(F)cc2)N2CCC1CC2 (stereo not drawn)	2	1	-1	-2	0	100	-5	102	-3	101	0.6
Cc1ccc(NC(=O)CSc2nnc([C@@H](N)Cc3c[nH]c4ccccc34)o2)c(C)c1	3	-3	0	-5	0	95	-5	96	-3	96	0.2
O=C1Nc2ccccc2/C1=C/c1cnc[nH]1	11	0	0	2	-2	94	-2	97	-1	94	0.8
Cc1cccc(-c2nc3ccccc3c(=O)n2-n2cccc2)c1	-3	-13	-1	-1	-15	104	-8	100	-7	101	-0.2
O=C1NC(=O)N(Cc2ccco2)C(=O)/C1=C/c1ccc(-c2cccc([N+](=O)[O-])c2)o1	-11	7	7	8	7	66	5	70	23	71	-1.9
N#Cc1ccc(NC(=O)CN2CCCC2)cc1Cl	3	-2	-2	-2	-4	94	0	97	-1	95	-0.2
CCC(NC(=O)OC(C)(C)C)C(=O)Oc1cc(C)cc2oc(=O)c3c(c12)CCC3 (stereo not drawn)	1	3	0	0	0	94	0	99	-1	99	0.8

Compound profiles, as listed above.
Profile of Nc1ccncc1 : ABCG2 block: 4; Bcl-2 Bim block: 1; Bcl-W Bim block: 0; Mcl-1 Bim block: -3; Bfl-1 Bim block: 0; RGS7-Gao: 96; Bim-Bcl-XL: -5; RGS8-Gao reg: 98; Bim-Bcl-B: -5; RGS4-Gao reg: 97; ABCB1 block: 0.9
Profile of CCC(NC(=O)OC(C)(C)C)C(=O)Oc1cc(C)cc2oc(=O)c3c(c12)CCC3 (stereo not drawn) : ABCG2 block: 1; Bcl-2 Bim block: 3; Bcl-W Bim block: 0; Mcl-1 Bim block: 0; Bfl-1 Bim block: 0; RGS7-Gao: 94; Bim-Bcl-XL: 0; RGS8-Gao reg: 99; Bim-Bcl-B: -1; RGS4-Gao reg: 99; ABCB1 block: 0.8
Profile of CC#CP(=O)(OC)C(O)(CF)c1ccccc1 (stereo not drawn) : ABCG2 block: 10; Bcl-2 Bim block: 0; Bcl-W Bim block: -2; Mcl-1 Bim block: -4; Bfl-1 Bim block: -2; RGS7-Gao: 98; Bim-Bcl-XL: -7; RGS8-Gao reg: 93; Bim-Bcl-B: -4; RGS4-Gao reg: 93; ABCB1 block: 1.1

(further entries)
SMILES	ABCG2 block	Bcl-2 Bim block	Bcl-W Bim block	Mcl-1 Bim block	Bfl-1 Bim block	RGS7-Gao	Bim-Bcl-XL	RGS8-Gao reg	Bim-Bcl-B	RGS4-Gao reg	ABCB1 block
CC(C)(C)c1ccc(S(=O)(=O)N2CC3CC(C2)c2cccc(=O)n2C3)cc1 (stereo not drawn)	0	1	3	3	0	101	3	100	3	104	-0.1
CCOC(=O)c1c(C)n(CC(O)CN2CCOCC2)c2cc(Br)c(OC)cc12 (stereo not drawn)	2	-2	-4	0	-6	98	-1	98	-4	97	1.4
COC(=O)CNC(=O)c1cn(CCC#N)nc1-c1ccc(F)cc1	6	0	1	-1	-1	107	1	102	0	100	1.0
Cc1c(C=O)c2ccccc2n1Cc1cccc(F)c1	5	-4	-5	-1	-1	103	-2	106	-8	103	/
O=C(Nc1ccc(Cl)cc1C(=O)c1ccccc1Cl)c1ccco1	1	-3	-1	0	-2	93	-3	95	-4	93	0.0
Cc1ccsc1C(=O)C1CCCN(Cc2cnn(C(C)C)c2)C1 (stereo not drawn)	0	1	-2	0	1	93	-4	107	-3	95	0.2
CN(C)c1ccc(C=C(C#N)C#N)cc1	17	-1	-4	-3	0	96	-5	86	-6	97	1.1
CS(=O)(=O)NCc1nnc2n1-c1ccc(Cl)cc1C(c1ccccc1)=NC2	1	2	-2	-5	0	98	-4	101	-4	102	0.5
CCCC(C)n1[nH]c(=O)c2c1NC(=O)CSC2c1ccc(OC)cc1 (stereo not drawn)	2	1	1	1	0	103	1	103	0	104	1.4
O=C(Cn1nc(-c2ccc(Cl)cc2)ccc1=O)N1CCC2(CC1)OCCO2	2	-4	0	0	-2	99	-5	99	-2	97	0.3
CC(=NCC1CCCO1)c1c(O)n(-c2ccccc2)c(=O)[nH]c1=O (stereo not drawn)	2	-13	0	-4	-11	110	-5	110	-5	110	0.2
CCN1CCN(C(c2cccs2)C(C)NC(=O)Oc2ccccc2)CC1 (stereo not drawn)	-2	0	0	0	-2	96	1	103	-2	100	-0.8
COc1ccc(C(=O)C2CCCN(C3CSCCSC3)C2)cc1OC (stereo not drawn)	2	-4	-6	-6	-5	99	-4	98	-11	99	1.5
O=C(Nc1ccccc1)N1CCC2(CC1)OCCO2	1	-2	1	2	-3	99	0	102	0	105	-0.5
CC(=O)OC1C2CCC1C(N1CCCCC1)CC2 (stereo not drawn)	2	0	0	5	-3	104	0	100	-3	104	0.1
c1ccc2sc(N3CCNCC3)nc2c1	2	-3	0	-1	-5	101	0	98	-1	99	1.0
CC(C)(C)NS(=O)(=O)c1ccc(OCC(=O)N2CCN(Cc3ccccc3)CC2)cc1	2	-3	0	-1	-5	105	-1	101	0	104	0.6
Cc1ccccc1C(=O)NC(Oc1ccccc1)C(Cl)(Cl)Cl (stereo not drawn)	3	-2	-2	-1	-1	91	-4	96	-5	88	0.4
Cc1ccc(N=Nc2c(O)[nH]c(=O)[nH]c2=O)c([N+](=O)[O-])c1	1	0	2	0	0	96	3	101	0	101	0.2
CC1=CC(=C2C(=O)NC(=O)NC2=O)C=C(C(F)(F)F)N1C(C)C	14	-9	-5	-1	-16	94	-9	97	-6	96	0.1
CCOC(=O)C(O)(c1ccc(N(CC)S(=O)(=O)c2ccc(C)cc2)cc1)C(F)(F)F (stereo not drawn)	6	-15	1	-2	-14	96	-9	102	-7	102	0.1
Cc1c(NC(NC(=O)CF)C(Cl)(Cl)Cl)c(=O)n(-c2ccccc2)n1C (stereo not drawn)	9	-2	3	2	-6	96	1	100	1	95	0.1
COc1ccc(N2C(=O)NC(=O)C(CCc3ccncc3)(CCc3ccncc3)C2=O)cc1	0	0	-2	-1	2	101	-2	102	-2	99	0.1
CCCC(=O)OCC[N+](C)(C)C	-1	-4	-6	0	-3	103	-4	104	-6	101	-0.2
Cc1cccc(OP(=O)(Oc2cccc(C)c2)OC(c2ccccc2)C(F)(F)F)c1 (stereo not drawn)	22	3	0	-3	0	101	-6	101	-2	99	6.1

Of the compounds above, 4 contain a tert-butyl group.
SMILES	ABCG2 block	Bcl-2 Bim block	Bcl-W Bim block	Mcl-1 Bim block	Bfl-1 Bim block	RGS7-Gao	Bim-Bcl-XL	RGS8-Gao reg	Bim-Bcl-B	RGS4-Gao reg	ABCB1 block
CC(C)(C)C(=O)OCC12CCC(O1)C1(C)C(=O)OCC21 (stereo not drawn)	3	-20	-2	0	-9	102	-11	103	-14	101	0.4
CCC(NC(=O)OC(C)(C)C)C(=O)Oc1cc(C)cc2oc(=O)c3c(c12)CCC3 (stereo not drawn)	1	3	0	0	0	94	0	99	-1	99	0.8
CC(C)(C)c1ccc(S(=O)(=O)N2CC3CC(C2)c2cccc(=O)n2C3)cc1 (stereo not drawn)	0	1	3	3	0	101	3	100	3	104	-0.1
CC(C)(C)NS(=O)(=O)c1ccc(OCC(=O)N2CCN(Cc3ccccc3)CC2)cc1	2	-3	0	-1	-5	105	-1	101	0	104	0.6

An excerpt, so the mix of outcomes need not match the whole.
